# SR-BI DiI inh = inhibitors of SR-BI mediated HDL lipid uptake, primary screen, ldlA[mSR-BI] cells, fluorescence, single point; AID 488896, 2010; 320,000 compounds, 0.96% hits; ldlA[mSR-BI] CHO cells, DiI-HDL uptake fluorescence, 3 h; inhibition, % at 12.5 µM;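 active = mean replicate inhibition of at least 70% and a set share of replicates each scoring 70 or more; inconclusive = meets just one of the two criteria; inactive = fails both criteria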;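 note: 0% = median of neutral control wells and 100% = median of positive control wells; values of inactives mirror those of a sister screen read the other way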
# Target sequence (Q61009 whole entry, looked up): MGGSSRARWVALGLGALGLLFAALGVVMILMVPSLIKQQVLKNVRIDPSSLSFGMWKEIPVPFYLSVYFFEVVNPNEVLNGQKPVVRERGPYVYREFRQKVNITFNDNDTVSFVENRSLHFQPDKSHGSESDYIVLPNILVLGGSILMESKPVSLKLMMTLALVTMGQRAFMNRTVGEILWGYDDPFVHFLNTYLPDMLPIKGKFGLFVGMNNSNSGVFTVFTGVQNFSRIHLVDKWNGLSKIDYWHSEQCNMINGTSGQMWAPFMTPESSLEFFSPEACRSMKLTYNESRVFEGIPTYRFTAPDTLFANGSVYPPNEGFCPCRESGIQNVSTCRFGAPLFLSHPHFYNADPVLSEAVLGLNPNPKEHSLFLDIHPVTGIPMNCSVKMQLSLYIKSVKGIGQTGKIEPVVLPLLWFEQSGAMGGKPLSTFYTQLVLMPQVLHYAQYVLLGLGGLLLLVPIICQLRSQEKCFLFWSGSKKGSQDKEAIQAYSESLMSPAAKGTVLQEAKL
# MITF TRPM1 HTS = activators of MITF-driven TRPM1 promoter reporter, primary screen, cell-based, SK-MEL-5, luciferase, single point; SK-MEL-5 TRPM1-promoter luciferase, 24 h; % of positive control, neutral wells = 0; 300,000 compounds, 0.75% hits; activation, % at 12.5 µM;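 active = mean activation of at least 80% with every replicate also reaching 80%; inconclusive = mean reaches 80% but some replicate falls short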;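 note: 0% = neutral control wells and 100% = parthenolide positive control wells; values of inactives mirror those of a sister screen read the other way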
# RTF Ca sens act = cardiac RTF calcium sensitivity activators, primary screen, biochemical, IANBD-TnC fluorescence, EC20 calcium; Troponin I, cardiac muscle (Homo sapiens) + Troponin T, cardiac muscle (Homo sapiens) + …; IANBD-labeled TnC RTF fluorescence at EC20 calcium; 0% EC20 calcium, 100% full calcium; activation, % at 7.2 µM; 340,000 compounds, 0.24% hits; AID 493008, 2010;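 active = activation above the mean over all tested compounds plus 3 SD, cut at about 30% in these data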;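 note: rise in fluorescence read as greater calcium sensitivity of cardiac thin filaments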
# SR-BI DiI-HDL act = activators of SR-BI mediated DiI-HDL uptake, primary screen, ldlA[mSR-BI] CHO cells, DiI fluorescence; activation, % at 12.5 µM; 320,000 compounds, 0.096% hits; 3 h; 100 = double the neutral-control signal;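 active = mean replicate activation of at least 60% and every replicate at or above 60%; inconclusive = mean or all-replicate condition met, but not both; inactive = mean below 60% and not all replicates reaching 60%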;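 note: 0% = median plate neutral-control signal and 100% = twice that signal; values of inactives mirror those of a sister screen read the other way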
#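 Test system: SR-BI-overexpressing, LDLR-lacking CHO cells; Also added: labelled HDL, 10 µg/mL; Measured by: bottom-read cell fluorescence after medium removal, ex 550/em 595 nm; Timing: 3 h uptake period with compound, 37 °C; Buffer or medium: F12, 0.5% BSA, 25 mM HEPES; Doses: single compound concentration, delivered by pin transfer.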
# PvdQ acylase = P. aeruginosa PvdQ acylase inhibitors, primary screen, biochemical, fluorescence, plate reader and imaging, single point. PvdQ acylase [Pseudomonas aeruginosa LESB58]. purified PvdQ acylase. inhibition, % at 10 µM. 340,000 compounds, 0.063% hits; in the data active = inhibition above about 30%, passing the limit was not always enough; inconclusive = no clear call, values can overlap the other calls;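 note: 0% = vehicle neutral wells and 100% = reference inhibitor wells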
# dFosB activator = activators of delta FosB homodimer, primary screen, biochemical, fluorescence polarization, TAMRA-CDK5 oligo, single point; Protein FosB (Mus musculus), P13346; purified delta FosB; percent of positive-control signal above neutral wells; activation, % at 25 µM; 340,000 compounds, 0.99% hits; AID 493131, 2011;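 active = mean activation above about 17%, with every replicate also reaching it, limit read from the data, passing the limit was not always enough; inconclusive = only one of the two conditions met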;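 note: fluorescence polarization rise as delta FosB binds a TAMRA Cdk5 AP-1 oligo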
# Target sequence (P13346 whole entry, looked up): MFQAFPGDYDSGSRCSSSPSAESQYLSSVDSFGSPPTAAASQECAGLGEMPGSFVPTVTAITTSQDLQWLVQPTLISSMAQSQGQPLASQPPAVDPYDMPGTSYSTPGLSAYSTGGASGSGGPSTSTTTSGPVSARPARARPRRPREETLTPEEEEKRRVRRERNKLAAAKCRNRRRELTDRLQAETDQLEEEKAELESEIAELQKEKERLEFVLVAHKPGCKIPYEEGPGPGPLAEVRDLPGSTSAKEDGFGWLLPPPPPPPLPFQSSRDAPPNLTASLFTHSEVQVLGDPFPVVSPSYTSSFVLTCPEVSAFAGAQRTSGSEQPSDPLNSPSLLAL
# HTR5A ag ctr = HTR5A agonists in luminescence cell assay, primary screen, counter-screen for OPRM1-OPRD1 heterodimer agonist project, full-deck HTS; 340,000 compounds, 0.61% hits; activation, % at 9.3 µM; 5-hydroxytryptamine receptor 5A (Homo sapiens), P47898; AID 504692, 2011; cell-based; in the data active = activation mostly above about 9.5%, no sharp cut-off; inactive = mostly below about 7.6%;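 note: 0% = cells with vehicle only and 100% = reference agonist; strong numbers were not always called active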
# Rtt109 HAT inh = inhibitors of C. albicans Rtt109/Vps75 HAT, primary screen, biochemical, ThioGlo CoA-SH fluorescence, plate reader; purified Rtt109/Vps75, 4 h; inhibition, % at 34.9 µM; 330,000 compounds, 0.16% hits;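 active = inhibition of at least 50% in every replicate; inconclusive = best replicate reaches 50% inhibition but some replicates fall short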
# CDK5 p35 inh = inhibitors of human CDK5/p35 kinase, primary screen, biochemical, single concentration | Cyclin-dependent kinase 5 (Homo sapiens) + Cyclin-dependent kinase 5 activator 1 (Homo … | Recombinant CDK5/p35, ADP-Glo luminescence, 60 min | inhibition, % at 10 µM | 330,000 compounds, 0.01% hits | AID 488839, 2010;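 active = highest replicate inhibition of at least 50% and at least 75% of replicates reaching 50%; inconclusive = only one of the two criteria met; inactive = both criteria failed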;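 note: plate controls were DMSO neutral control for no effect and GW8510 at 10 µM for full effect; many of its hits are not listed in these tables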
# Wnt bcat act = Wnt/beta-catenin pathway activators, primary screen, cell-based, plate reader, single point; Wnt/beta-catenin reporter cell assay, activator; activation, % at 9.35 µM; 300,000 compounds, 1.2% hits; AID 743398, 2014; in the data active = activation above about 30%, passing the limit was not always enough; inconclusive = no clear call, values can overlap the other calls;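 note: 0% = neutral control wells and 100% = positive control wells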
# Active calls of the source: *; ? = inconclusive; · = no result given.
SMILES,SR-BI DiI inh,MITF TRPM1 HTS,RTF Ca sens act,SR-BI DiI-HDL act,PvdQ acylase,dFosB activator,HTR5A ag ctr,Rtt109 HAT inh,CDK5 p35 inh,Wnt bcat act
Cc1csc(C(=O)O)c1-c1c(C)csc1C(=O)O,-1.7,10.2,9.8,1.7,5.3,2.9,3.5,15.7,-2.4,-0.1
NNC(=O)Cn1c2ccccc2c2ccccc21,2.7,3.5,-1.8,-2.7,0.7,-8.8,-1.1,-12.2,1.6,1.2
O=C1C2=C(CCCC2)C(=O)N1c1cccc(OCCBr)c1,9.2,3.5,-2.8,-9.2,-10.0,-3.8,3.9,6.9,-3.0,-7.1
O=C(O)c1ccc(CNCc2ccc(Cl)cc2)cc1,-32.2,7.8,3.9,32.2,-8.7,2.9,7.0,1.6,-0.9,0.7
COc1ccc(/C=C/C(=O)N(c2ccccn2)C2CCCCC2)cc1OC,-2.9,10.9,3.1,2.9,-12.5,-5.9,-1.1,5.1,-0.7,·
O=C(Nc1ccc(Cl)cc1)c1ccco1,·,45.2,0.6,·,-6.5,-6.2,3.7,-3.2,-1.9,45.4*
CCCCCn1cnnc1SCC(=O)c1ccc2c(c1)OCO2,-16.0,5.8,-3.9,16.0,0.0,-10.3,1.2,1.4,0.5,2.2
COc1cc(/C=N/Nc2nc3c(c(=O)n(C)c(=O)n3C)n2Cc2ccccc2)ccc1OC(=O)c1ccco1,8.2,-5.0,-3.5,-8.2,3.3,-6.6,5.7,19.8,1.5,0.6
COc1ccc(C)cc1S(=O)(=O)N(CC(=O)N1CCCC1)c1ccccc1,-20.4,-8.3,-3.2,20.4,-1.3,-2.6,1.3,-2.3,-0.5,·
O=C(CCC(=O)c1ccccc1)NCCc1c[nH]c2ccccc12,-15.4,-1.6,-7.1,15.4,2.3,1.3,93.5*,0.2,0.7,-0.9
CCNc1ccc(C(=O)Nc2ccc3nc(C)sc3c2)cc1[N+](=O)[O-],-0.8,5.0,2.1,0.8,-10.1,-2.7,0.2,-19.1,-0.1,3.0
Cc1cccc(C(=O)NNC(=O)c2ccc(O)cc2)c1,-9.2,·,-4.2,9.2,-2.6,-2.9,2.2,2.6,-1.1,3.4
CCCN(CCC)CCCNC(=O)c1ccc2c(c1)N(CC)C(=O)c1ccccc1S2=O (stereo unspecified),-17.8,·,-5.9,17.8,-6.4,3.0,2.4,-9.8,-2.2,-4.0
CCOC(=O)C1CCCN(S(=O)(=O)c2c(C)c(C)cc(C)c2C)C1 (stereo unspecified),22.9,1.6,-4.4,-22.9,1.8,-6.8,1.8,11.1,-1.9,23.3
Cc1noc(C)c1S(=O)(=O)N1CCC(Cc2ccccc2)CC1,26.9,4.1,-4.5,-26.9,-18.3,-3.4,4.5,-1.7,-1.5,-0.5
O=c1cc(CO)oc(CN2CCN(c3ccccc3)CC2)c1O,-14.6,-27.0,-6.9,14.6,1.7,-1.7,-2.7,-0.6,0.8,-0.9
CCOc1ccc(S(=O)(=O)N2CCCC(C(=O)NCc3cccnc3)C2)cc1C (stereo unspecified),·,-25.4,4.8,·,-14.3,-8.3,4.4,0.7,1.5,-1.0
COc1ccc(C(=O)O/N=C(/C)c2cccs2)cc1,-6.9,16.9,-5.2,6.9,1.8,-12.4,-6.5,5.1,39.7,·
CCCc1[nH]nc2c1C(c1ccc(OC(=O)c3ccco3)cc1)C(C#N)=C(N)O2 (stereo unspecified),18.5,-17.4,3.7,-18.5,2.6,-0.2,0.0,0.5,1.0,-0.2
O=[N+]([O-])c1ccc(C2CCCC/C2=N/OCc2ccccc2F)c([N+](=O)[O-])c1 (stereo unspecified),35.3,·,-4.5,-35.3,-15.5,-3.0,4.9,-11.7,1.3,-0.5
CCOC(=O)c1cccc(NC(=O)CSc2nc3ccccc3c(=O)n2CCOC)c1,6.4,-7.2,6.0,-6.4,-10.7,-13.5,-2.3,0.6,2.5,-0.5
CCOc1ccc(C(=O)COC(=O)c2nn(CC)c(=O)c3ccccc23)cc1,-28.2,7.5,-1.3,28.2,-11.2,-23.5,2.2,-5.2,-2.0,3.4
Cc1c(CC(=O)NCC(=O)NCC(=O)O)c(=O)oc2c(C)c3oc4c(c3cc12)CCCC4,·,-6.3,2.3,·,-10.2,3.7,3.2,1.4,2.2,0.3
O=S(=O)(c1ccc(Cl)c(C(F)(F)F)c1)N1CCN(CC(O)COc2ccccc2F)CC1 (stereo unspecified),·,-6.0,-4.5,·,-6.4,-7.8,5.4,-5.0,-2.5,3.4
COc1cc2c(cc1OC)C(C(=O)N1CCCC1)C(c1ccccc1F)N(C)C2=O (stereo unspecified),-3.0,-3.0,-2.6,3.0,6.8,-1.5,-0.9,16.4,3.6,?
Cc1ccc(NC(=O)N2CCC(NC(=O)c3ccccc3C)CC2)cc1,-4.4,·,-3.0,4.4,-16.8,3.6,4.3,-4.5,-1.0,6.7
O=C1CC/C=C\C[C@@H](CC(=O)N(CCO)Cc2ccccc2)C(=O)NCCO1,-18.9,4.3,4.7,18.9,-2.8,-7.0,1.8,-5.9,1.3,-1.5
CC(C)(C)c1ccc(C(=O)Nc2ccccc2NC(=O)c2ccco2)cc1,23.7,8.6,3.9,-23.7,-5.8,1.8,5.5,4.2,-0.2,-8.9
O=C(c1ccccc1)c1nn(-c2cccc(Cl)c2)c2nc(-c3ccccc3)cc(=O)n12,20.5,-6.4,8.5,-20.5,-10.9,-10.9,-3.7,-2.1,3.0,·
Cc1cc(NCCCn2ccnc2)n2nc(-c3ccc(F)cc3)cc2n1,10.0,48.2,-0.9,-10.0,-7.0,0.3,7.9,-0.3,-1.2,13.5
Cc1cccc(CCN(CC(=O)NC(C)(C)C)C(=O)c2csnn2)c1,-31.3,3.8,7.1,31.3,-14.5,7.8,-2.3,4.8,-0.8,-0.3
CC(Oc1ccccc1)C(=O)Nc1ccc(S(=O)(=O)N2CCCC2)cc1 (stereo unspecified),·,1.3,-2.7,·,-8.2,-10.0,3.9,-2.4,-5.9,-2.2
Cc1nc(N2CCN(Cc3ccccc3)CC2)nc2c1C(=O)CCC2,22.4,·,14.9,-22.4,-6.9,-10.6,3.1,5.0,0.4,-9.0
COc1cc(OC)cc(C(=O)NNC(=O)CCC2CCCC2)c1,-24.4,·,-3.9,24.4,0.9,-2.9,5.5,0.0,1.2,-2.8
Cc1ccccc1NC(=O)c1ccccc1NS(=O)(=O)c1cccc2cccnc12,-10.0,-5.2,-3.3,10.0,-16.8,-2.9,10.3,13.2,0.2,·
Cc1ccc(-c2cc(C(=O)Nc3cc(C)on3)c3ccccc3n2)cc1,73.7*,-2.1,13.8,-73.7,-17.8,-3.2,7.6,-1.0,0.6,-0.8
Cc1ccc(S(=O)(=O)N(Cc2cccc(C(F)(F)F)c2)C(=O)N2CCN(C)CC2)cc1,-1.0,-3.2,4.8,1.0,-1.7,5.7,5.4,-5.0,1.3,3.6
CCOC(=O)c1cn[nH]c1C(F)(F)F,-206.1,·,·,?,-6.9,-7.5,·,-1.8,-3.0,-0.4
O=C(c1ccc(F)c(S(=O)(=O)N2CCOCC2)c1)N1CCN(c2ncccn2)CC1,3.4,-7.5,-4.7,-3.4,-9.3,0.4,2.0,3.2,-0.2,-3.1
Cn1c(=O)c2c(O)cc(=O)n(-c3ccccc3)c2n(C)c1=O,12.8,4.5,2.0,-12.8,-2.3,0.1,3.1,-2.6,-0.9,·
CCOC(=O)Cc1csc(NC(=O)CSc2nc(N)c3c(C)c(C)sc3n2)n1,-7.6,-10.0,-3.9,7.6,-12.4,3.8,3.9,-4.1,-1.0,1.2
COc1ccc(Cl)cc1NC(=O)C/C(C)=N/NC(=O)COc1ccc(C)cc1,48.8,-2.6,-1.4,-48.8,-9.2,-3.7,1.5,-4.5,-0.3,0.7
C=C(C)Cn1c(=O)c2c(nc3n2CCCN3CCc2ccccc2)n(C)c1=O,11.0,-0.1,-1.3,-11.0,2.3,2.6,5.3,20.4,·,0.8
Cc1ccc(NC(=O)c2cc(-c3ccccc3)nn2-c2ccccc2)c(Br)c1,-4.2,18.5,13.6,4.2,-23.6,-4.9,-0.9,-1.4,-10.3,0.6
COc1cc(OC)cc(C(=O)NNC(=O)CCOc2ccccc2OC)c1,11.9,2.8,-1.9,-11.9,-10.4,-6.1,5.7,1.9,-0.6,-2.5
CCn1nc(C)c(CN2CCCC(CO)(Cc3ccccc3)C2)c1C (stereo unspecified),-19.3,6.6,0.6,19.3,2.4,-5.0,-2.3,9.7,-0.7,-1.9
COc1cccc(CNC(=O)[C@H](CC(C)C)NC(=O)N2CCn3c2nc2ccccc23)c1,-4.8,-10.8,3.4,4.8,-2.2,-10.2,·,-2.8,-0.3,-1.4
COC(=O)c1cccc(C23CC4(C2)[C@H](CN(Cc2ccc(-c5ccccc5)cc2)[C@@H]4c2ccccc2)C3c2ccc(Cl)nc2)c1 (stereo partly specified),-11.4,5.0,-0.6,11.4,-8.9,5.9,1.4,-0.5,-1.1,-4.0
CC(C)c1nnc(SCC(=O)NCc2ccc3c(c2)OCO3)n1C,-9.2,3.0,-5.2,9.2,-3.1,2.9,4.8,-1.5,-1.0,-1.4
CCOC(=O)c1nc2sc(C)c(C)c2c(=O)[nH]1,-23.8,-8.7,4.0,23.8,-7.6,-7.6,-2.7,-17.4,0.6,-3.4
CC(C)n1c(N2CCN(C(=O)N3CCCCC3)CC2)nc2ccccc21,47.9,·,-1.3,-47.9,-17.1,1.2,3.5,-11.0,-0.4,?
COCCN1C=C2C(=O)C(C)(OC(=O)CCC(=O)OC)C(=O)C=C2C=C1C1CC1 (stereo unspecified),-4.3,-0.7,9.0,4.3,-9.3,2.2,5.0,2.3,1.6,·

# Assay outcomes: PubChem, several laboratories
